ATXN2 expr inh = Primary qHTS for Inhibitors of ATXN expression. HEK-293 ATXN2-luciferase reporter, luminescence, 24 h. Potency, µM (titrated, usually from 57 µM), without a hit: top-dose activity change, negative = inhibition, actives largely listed as inhibitors. 360,000 compounds, 0.72% hits; further: potency means the concentration at half of the fitted maximal effect; on the % scale 0 is the no-effect control and ±100 the full control effect; nearly all actives have a fitted effect of over 55% in size
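qHTS (up to 57 uM final) was run with 24 h compound exposure of reporter cells at 37 °C. Each well was multiplexed: SteadyGlo luminescence measured ATXN2-luciferase expression after a fluorogenic Gly-Phe-AFC viability readout (25 uM final).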
SW480 rereplic = A quantitative high throughput screen for small molecules that induce DNA re-replication in SW480 colon adenocarcinoma cells; 340,000 compounds, 1.8% hits; AID 624297, 2012; Potency, µM (titrated, usually from 46.1 µM), for inactives: at the highest dose re-replication activation, hits mostly activators; SW480 DNA re-replication, Hoechst DNA content imaging, 48 h; further: potency means the concentration at half of the fitted maximal effect; % of control where 0% means no effect; nearly all actives have a fitted effect of over 55% in size
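Treated cells incubate 48 hr (37 C, 5% CO2), are stained 40 min with Hoechst, and nuclear fluorescence is enumerated; a rise in nuclei with high DNA signal marks re-replication.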
KB-V1 cytotox = qHTS assay for MDR1-selective chemotherapeutics: Primary screen using the drug-selected MDR subline cells KB-V1; Potency, µM (series often up to 46.1 µM), for inactives: at the top dose activity change, negative = cytotoxicity, most hits filed as cytotoxic; KB-V1 MDR cells viability, CellTiter-Glo, 72 h; 400,000 compounds, 3.4% hits; further: potency means the concentration at half of the fitted maximal effect; on the % scale 0 is the no-effect control and ±100 the full control effect; nearly all actives have a fitted effect of over 60% in size
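KB-V1, DMEM (no phenol red) + 10% FBS; cpd pin-transferred, titration series; 72 h, 37 degrees C; CellTiter-Glo, luminescence. Data normalized, curve-fit.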
HT1080 IDH1KD tx = qHTS for induction of synthetic lethality in tumor cells producing 2HG: qHTS for the HT-1080-IDH1KD cell line; HT-1080 IDH1 knockdown viability, ATP luminescence, 48 h; Potency, µM (highest dose often 46.1 µM), without a hit: top-dose activity, negative = toxicity, usual class: cytotoxic; 360,000 compounds, 2% hits;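 further: potency means the concentration at half of the fitted maximal effect; 0% = DMSO wells and -100% = cell-free medium wells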
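% activity derives from luminescence (CellTiter-Glo), normalised to DMSO and no-cell wells. HT-1080-IDH1KD cells, 750/well, had 48 h compound exposure at 37 °C.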
MCF10A rereplic = A quantitative high throughput screen for small molecules that induce DNA re-replication in MCF 10a normal breast cells. MCF 10A DNA re-replication, Hoechst nuclear intensity, 48 h. Potency, µM (top dose mostly 46.1 µM), for inactives: top-dose activity, positive = re-replication, most hits filed as activators. 350,000 compounds, 2.9% hits; further: potency means the concentration at half of the fitted maximal effect; % of control where 0% means no effect; nearly all actives have a fitted effect of over 50% in size
KB-3-1 cytotox = qHTS assay for MDR1-selective chemotherapeutics: Primary screen using the parental adenocarcinoma cell KB-3-1. Potency, µM (top dose mostly 46.1 µM), for inactives: at the highest dose activity change, negative = cytotoxic, actives largely listed as cytotoxic. AID 1347075, 2019. KB-3-1 viability, CellTiter-Glo ATP luminescence, 72 h. 400,000 compounds, 1.4% hits; further: potency means the concentration at half of the fitted maximal effect; on the % scale 0 is the no-effect control and ±100 the full control effect; nearly all actives have a fitted effect of over 60% in size
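Cells are dispensed, compounds pinned in, plates held at 37 °C for 72 h, then CellTiter-Glo is added and luminescence read after 10 minutes. Cell line: parental KB-3-1 in phenol-red-free DMEM, 10% FBS.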
S2 tox = Viability Counterscreen for Primary qHTS for Inhibitors of ATXN expression. S2 cells (HEK-293 line with an ATXN2-luciferase reporter) viability, CellTiter-Fluor protease fluorescence, 24 h. Potency, µM (highest dose often 56.7 µM), most hits filed as cytotoxic. 400,000 compounds, 0.49% hits. AID 651635, 2014; further: potency means the concentration at half of the fitted maximal effect; nearly all actives have a fitted effect of over 40% in size
IL1B secr inh = qHTS for Inhibitors of Inflammasome Signaling: IL-1-beta AlphaLISA Primary Screen. AID 743279, 2014. THP-1 LPS/ATP IL-1B secretion, AlphaLISA, 16 h; stronger effect = lower value. 360,000 compounds, 4.7% hits. activity change, % at 57.5 µM; in the data active means activity change below about -50%; inconclusive means mostly about -30% to -49%; further: on the % scale 0 is the no-effect control and ±100 the full control effect
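Secreted IL-1B measured by AlphaLISA bead assay after 16 h compound exposure of THP-1 cells; compounds (final up to 57.5 uM) added 1 h before LPS (250 ng/mL) and ATP (1.25 mM) stimulation; lower signal means less secretion.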
HT1080NT lethal = qHTS for induction of synthetic lethality in tumor cells producing 2HG: qHTS for the HT-1080-NT fibrosarcoma cell line; HT-1080-NT fibrosarcoma viability, CellTiter-Glo ATP luminescence, 48 h; Potency, µM (doses to about 46.1 µM), for the others: at the highest dose activity, negative = less viability, most hits filed as cytotoxic; 360,000 compounds, 1.6% hits; AID 686970, 2013;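 further: NT is the 2HG producing partner of a matched IDH1 knockdown line; potency means the concentration at half of the fitted maximal effect; 0% = DMSO-treated cells and -100% = media-only wells without cells; nearly all actives have a fitted effect of over 55% in size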
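Toxicity toward the 2HG-producing NT line was scored as %Activity, normalised to DMSO and no-cell wells, from CellTiter-Glo luminescence after 48 hours' treatment.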
Starred values were filed as active, the others as inactive; i = inactive; ? = inconclusive; / = not tested or not shown; [ ] = dose if it differs, or a comment. Unless noted, the call rests on the fitted dose curve; in most records, active means well fitted curve in the direction sought with a large enough effect; inconclusive means small, poorly fitted or top-dose-only effect, or another doubt; inactive means no such curve, though single readings can be large; an effect the other way counts as inactive or inconclusive.

smiles	IL1B secr inh	HT1080 IDH1KD tx	S2 tox	SW480 rereplic	HT1080NT lethal	KB-3-1 cytotox	ATXN2 expr inh	MCF10A rereplic	KB-V1 cytotox
CC(=O)Nc1ccc(S(=O)(=O)N[C@@H](C)C(=O)N2CCN(c3ccccn3)CC2)cc1	-13	-5%	i	0%	5%	25%	1%	-1%	2%
O=C(OCC(=O)c1c[nH]c2ccccc12)c1ccc(Br)o1	26	-18%	i	-5%	0%	7%	36%	1%	0%
CCOc1ccc(NC(=O)CN(C)C(=O)c2n[nH]c(=O)c3ccccc23)cc1OCC	8	-1%	i	-7%	4%	?	6%	1%	6%
CC[C@]12c3[nH]c4cc(CCC(=O)N(C)C)ccc4c3CCN1C(=O)[C@@H](CC(=O)NCc1cccc(C(F)(F)F)c1)C[C@@H]2C(=O)N1CCN(C(=O)C2CC2)CC1	-16	-5%	i	-3%	-6%	2%	4%	3%	13%
Cc1ccc(C(=O)N2CCN(S(=O)(=O)N3CCCCC3)CC2)cc1	i	26%	i	-12%	13%	7%	3%	-8%	?
COc1ccc(OC)c(S(=O)(=O)Nc2ccc(C(C)=O)cc2)c1	14	?	i	-1%	-1%	1%	2%	-2%	5%
CCC(=O)NC(c1ccc(C)cc1)c1cc([N+](=O)[O-])c2cccnc2c1O (stereo unspecified)	42	13µM*	i	?	16µM*	?	?	?	-26%
CC(=O)Nc1cccc(N2C(=O)CCC2=O)c1	21	21%	?	2%	20%	6%	3%	-16%	?
COC(=O)c1ccc(NC(=O)C2CCCN2S(=O)(=O)c2ccc(F)cc2)cc1 (stereo unspecified)	20	17%	i	5%[9.22 µM]	12%	-4%	-8%	3%	-21%
Cc1ccc(C(=O)NCCS(=O)(=O)N2CCN(c3ccccc3F)CC2)cc1[N+](=O)[O-]	-9	0%	i	-23%	9%	-13%	-3%	3%	-10%
Cc1nnc(NC(=O)CSC2=NN3CCCC(=O)N=C3S2)s1	-11	0%	i	-64%[inhibitor]	-6%	-17%	/	8%	3%
CN(C)C(=O)CN1C(=O)NC2(CCCc3ccccc32)C1=O (stereo unspecified)	-10	0%	i	3%	-2%	-20%	-3%	0%	?
O=C(NC(=S)Nc1ccccc1N1CCCCC1)c1cccs1	11	?	i	?	-14%	-13%	38%	?	?
CCCCCCCCCCCCCCCC(=O)NCCc1c[nH]c2ccccc12	23	5%	i	6%	1%	0%	7%	?	14%
OC1C2CCC(C2)C1CN1CCOCC1 (stereo unspecified)	5	7%	i	-9%	0%	-2%	-5%	2%	11%
Cc1ccccc1NC(=O)NCC1CCN(c2ccc(S(=O)(=O)N3CCOCC3)cc2)CC1	-9	-2%	i	-119%[inhibitor]	-16%	-3%	-21%	0%	0%
Cc1ccc(OCC(=O)OCc2cc(=O)n3nc(C4CCCCC4)sc3n2)cc1C	/	/	i	/	/	-11%	9%	/	16%
Cc1ccc(Cl)c(OC(=O)Cn2cnc3c2c(=O)n(C)c(=O)n3C)c1	13	10%	i	6%	10%	4%	-20%[11.3 µM]	11%	?
Fc1c(F)c(F)c(CSc2nc3ccccc3[nH]2)c(F)c1F	-22	-2%	i	0%	0%	-3%	25%	6%	-17%
COC(=O)CC(NC(=O)c1ccc(C)cc1)c1ccccc1 (stereo unspecified)	21	-16%	i	-8%	-2%	-7%	2%	-7%	1%
Clc1ccc(C(c2nnnn2C2CCCC2)N2CCN(c3nc4ccccc4s3)CC2)cc1 (stereo unspecified)	-5	3%	i	-5%	11%	5%	3%	-4%	-3%
CN(c1ccccc1C(N)=O)S(=O)(=O)c1ccccc1	-3	-1%	i	25%	-7%	-4%	-17%	5%	-8%
CC(C)(C)OC(=O)NCCc1nnc(SCc2cccc(Cl)c2)o1	-5	-1%	i	3%	-8%	3%	-20%	-4%	-24%
O=C(O)CCN1CCc2ccccc2C1c1cccs1 (stereo unspecified)	0	13%	i	-18%	21%	2%	-15%	?	0%
CC1CCCC(NC2CCCCNC2=O)C1 (stereo unspecified)	5	-3%	i	1%	-9%	5%	-5%	2%	-9%
CCOC(=O)c1c(NC(C)=O)sc2c1CCC(C=NCCCN(CC)CC)=C2Sc1ccccc1	-97*	?	/	?	?	?	?	?	16µM*
CC(Oc1ccc(Cl)cc1)C(=O)Nc1ccc(S(=O)(=O)N2CCOCC2)cc1 (stereo unspecified)	38	-10%	i	-7%	-14%	11%	-9%	14%	-6%
CC1(C)Cc2c(sc3nc4n(c(=O)c23)CCC4)CO1	20	3%	i	-1%[9.22 µM]	3%	17%	2%	3%	-13%
Cc1ccc(C)c(NC(=O)CCN2CCCC(C)C2)c1 (stereo unspecified)	1	8%	i	-10%	9%	8%	/	14%	15%
CC(OC(=O)CSc1ccc([N+](=O)[O-])cc1)C(=O)NCc1ccco1 (stereo unspecified)	5	5%	i	1%	-2%	0%	5%	1%	3%

Among those listed so far, 2 have a furan ring, fused or not.
smiles	IL1B secr inh	HT1080 IDH1KD tx	S2 tox	SW480 rereplic	HT1080NT lethal	KB-3-1 cytotox	ATXN2 expr inh	MCF10A rereplic	KB-V1 cytotox
O=C(OCC(=O)c1c[nH]c2ccccc12)c1ccc(Br)o1	26	-18%	i	-5%	0%	7%	36%	1%	0%
CC(OC(=O)CSc1ccc([N+](=O)[O-])cc1)C(=O)NCc1ccco1 (stereo unspecified)	5	5%	i	1%	-2%	0%	5%	1%	3%

(continued)
smiles	IL1B secr inh	HT1080 IDH1KD tx	S2 tox	SW480 rereplic	HT1080NT lethal	KB-3-1 cytotox	ATXN2 expr inh	MCF10A rereplic	KB-V1 cytotox
Cc1ccccc1CN(c1ccc(C(=O)NCc2ccccn2)cc1)S(C)(=O)=O	11	3%	i	-2%	1%	13%	8%[11.3 µM]	-2%	-12%
Cc1noc(C)c1C(=O)Nc1ccc(N(C)C)cc1	-12	8%	i	-11%	12%	26%	15%	15%	?
CN1CCN(Cc2cc(=O)oc3ccc(Cl)cc23)CC1	3	5%	i	-1%	-9%	1%	-13%	?	-5%
COc1cc(/C=N/NC(=O)c2cccc3ccccc23)cc(OC)c1O	25	6%	i	-6%	2%	14%	1%	12%	38%
CCCn1c(=O)[nH]c(=O)c2c1nc(-c1ccc3c(c1)OCCO3)n2CCN1CCOCC1	57	0%	i	-30%[inhibitor]	-1%	10%	4%	?	-7%
O=C(NCC(=O)N1CCN(Cc2ccccc2)CC1)c1ccc(Cl)cc1	?	-4%	i	1%	17%	?	-34%	3%	-49%
COc1ccc(C(=O)C2CCN(C(=S)NCCc3ccc(OC)c(OC)c3)CC2)cc1	-10	-21%	?	0%	-4%	0%	?	-21%	0%
CSCCC(NC(=O)COc1cccc2ccccc12)C(=O)O (stereo unspecified)	-3	-5%	i	-1%	-3%	13%	/	2%	1%
Cc1[nH]c2ccc(C(=O)OCC(=O)NC3(C#N)CCCCC3)cc2c1C	?	-13%	i	-76%[inhibitor]	-1%	-6%	10%	9%	-28%
CCOc1ccccc1NC(=O)c1cc(S(=O)(=O)NC2CCCC2)ccc1F	/	/	?	/	/	5%	?	/	0%

Sorted by length of the SMILES (lowest first): part of the list above.
smiles	IL1B secr inh	HT1080 IDH1KD tx	S2 tox	SW480 rereplic	HT1080NT lethal	KB-3-1 cytotox	ATXN2 expr inh	MCF10A rereplic	KB-V1 cytotox
CC1(C)Cc2c(sc3nc4n(c(=O)c23)CCC4)CO1	20	3%	i	-1%[9.22 µM]	3%	17%	2%	3%	-13%
COc1ccc(OC)c(S(=O)(=O)Nc2ccc(C(C)=O)cc2)c1	14	?	i	-1%	-1%	1%	2%	-2%	5%
CCCn1c(=O)[nH]c(=O)c2c1nc(-c1ccc3c(c1)OCCO3)n2CCN1CCOCC1	57	0%	i	-30%[inhibitor]	-1%	10%	4%	?	-7%

Further structures follow.
smiles	IL1B secr inh	HT1080 IDH1KD tx	S2 tox	SW480 rereplic	HT1080NT lethal	KB-3-1 cytotox	ATXN2 expr inh	MCF10A rereplic	KB-V1 cytotox
O=C(C1CCC(C(=O)N2CCc3ccccc32)CC1)N1CCc2ccccc21 (stereo unspecified)	-4	0%[9.24 µM]	i	-6%	19%	-6%	-9%	1%	-26%
NCc1ccc2[nH]c(=O)[nH]c2c1	?	16%	i	1%	10%	-15%	-8%	-2%	-13%
Cc1noc(NS(=O)(=O)c2ccc(NC(=O)COc3ccc(C#N)cc3)cc2)c1C	4	13%	i	-3%	9%	0%	-11%	0%	16%
CC(C)NC(=O)COc1coc(CN2CCN(c3ccccc3)CC2)cc1=O	16	2%	i	-8%	4%	-3%	/	0%	24%
O=C(NCc1ccco1)c1cccc(S(=O)(=O)N2CCCCC2)c1	0	3%	i	-3%	3%	-1%	-8%	2%	-2%

Screening results: PubChem BioAssay, National Center for Advancing Translational Sciences (NCATS)
